Screening data as filed in PubChem.
Tn7 DDE FP: disrupts Tn7 cyclic peptide binding to fibrin D-Dimer-E complex. P02675. FP displacement of FITC-Tn7 peptide from fibrin DD(E); 0% = median of compound wells per plate. inhibition, % at 8.3 µM. 370,000 tested, 0.13% active. AID 720508;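 active = inhibition above the mean of compounds falling within the control limits plus 3 SD of them, cut at about 14% in these data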;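 note: 0% = plate median of compound wells and 100% = 10 µM Aha-Tn7 peptide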
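system = human fibrin DD(E) protein | quantity = DD(E) 2 µM final | medium = Tris/NaCl/CaCl2 buffer, pH 7.8 | also added = labelled Tn7 tracer, 0.1 µM | compound dosing = single point at 8.3 µM | timing = compound with protein 10 min, then 3 h after probe, room temperature | signal = FP measurement | benchmarks = Aha-Tn7 high control | repeats = one replicate per compound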
TCR-CD3 inh: human TCR-CD3 binding inhibition. TAMRA-labeled TCR probe fluorescence, biochemical. inhibition, % at 9.4 µM. 360,000 tested, 0.37% active; in the data active = inhibition above about 19%;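 note: recombinant mutant TCR 2C K166C tagged with TAMRA read by polarization; 0% = receptor in buffer alone and 100% = receptor with positive control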
KLK7 zymogen act: activators of human kallikrein-7 zymogen; P49862; purified proKLK7, EDANS-DABCYL substrate fluorescence; 100% is mature enzyme control, 0% vehicle; activation, % at 7 µM; 370,000 tested, 0.9% active;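 active = activation above the mean of all tested compounds plus 3 SD, computed per campaign excluding outliers beyond control limits, cut at about 13% in these data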
Target sequence (P49862 whole entry, looked up): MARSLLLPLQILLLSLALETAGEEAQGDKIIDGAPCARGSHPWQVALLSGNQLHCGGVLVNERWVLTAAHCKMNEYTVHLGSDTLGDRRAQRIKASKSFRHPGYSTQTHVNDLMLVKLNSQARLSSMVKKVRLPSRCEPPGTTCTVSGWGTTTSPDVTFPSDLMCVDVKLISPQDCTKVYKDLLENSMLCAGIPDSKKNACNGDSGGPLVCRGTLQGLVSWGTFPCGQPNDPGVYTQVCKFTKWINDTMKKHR
UHRF1 MBD2 ctr: UHRF1 methyl-DNA binding inhibition. 370,000 tested, 0.75% active. UHRF1 binding to methylated oligo, TR-FRET. inhibition, % at 4.4 µM; in the data active = inhibition above about 21%;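 note: UHRF1 SRA domain binding a hemimethylated CpG hairpin DNA probe; 0% = median of test compound wells and 100% = reference inhibitor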
MBD2 DNA inh: MBD2-methylated oligo binding inhibition; Q9UBB5; TR-FRET, MBD2 binding to methylated oligonucleotide; inhibition, % at 4.4 µM; 370,000 tested, 0.31% active; in the data active = inhibition above about 13%
TDP2 absorb: blocks human TDP2 phosphodiesterase activity; recombinant TDP2, T5PNP hydrolysis, p-nitrophenol absorbance 415 nm; 370,000 tested, 0.34% active; inhibition, % at 12.8 µM; O95551;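 active = inhibition above the mean of all tested compounds plus 3 SD, set per campaign, cut at about 25% in these data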;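 note: 0% = DMSO with enzyme and 100% = buffer with substrate but no TDP2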
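Test system: human TDP2 enzyme; Input: 120 nM TDP2 per well; Buffer or medium: Mg2+-containing Tris-HCl buffer, pH 7.5; Reagent: 5 mM T5PNP; Dosing: 12.8 µM single point, 1% DMSO; Incubation: reaction 2 h, 37 °C; Detection: p-Nitrophenol epi absorbance; Read-out: % inhibition relative to enzyme-containing and enzyme-free wells; Replicates: single well per compound.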
PRMT1 FP inh: inhibitors of human PRMT1; recombinant PRMT1, activity-based probe fluorescence polarization; inhibition, % at 2.79 µM; 370,000 tested, 1.3% active; AID 652257;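 active = inhibition above about 21% made by adding two undisclosed values, limit read from the data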
Target sequence (Q99873 whole entry, looked up): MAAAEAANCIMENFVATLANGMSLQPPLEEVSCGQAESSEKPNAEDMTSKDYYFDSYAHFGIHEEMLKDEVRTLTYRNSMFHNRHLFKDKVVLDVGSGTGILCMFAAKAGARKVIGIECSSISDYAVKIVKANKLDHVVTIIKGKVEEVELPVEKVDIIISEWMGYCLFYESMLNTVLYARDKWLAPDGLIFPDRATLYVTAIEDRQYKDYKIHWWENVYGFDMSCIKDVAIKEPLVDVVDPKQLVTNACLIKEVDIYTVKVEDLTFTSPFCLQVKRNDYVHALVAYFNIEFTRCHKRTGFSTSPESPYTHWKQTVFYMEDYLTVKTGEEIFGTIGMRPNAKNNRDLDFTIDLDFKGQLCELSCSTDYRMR
SIAE inh: blocks human sialic acid acetylesterase; Q9HAT2; SIAE FP-Rh probe binding, fluorescence polarization; inhibition, % at 9.66 µM; 370,000 tested, 0.69% active;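 active = inhibition above a cutoff: mean of compounds within the control limits plus 3 SD of those, cut at about 17% in these data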;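 note: 0% = plate median of compound wells and 100% = probe without SIAE protein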
LEDGF integ inh: blocks HIV-1 LEDGF/p75-dependent DNA integration; AID 743269; inhibition, % at 3.7 µM; 370,000 tested, 0.64% active; TR-FRET IN-LEDGF/p75 DNA integration, Eu/Cy5;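 active = inhibition above the screen-wide mean plus 3 SD, cut at about 13% in these data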;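 note: signal is the Cy5 over europium emission ratio at 671 and 618 nm; 0% = plate median of compound wells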
Tn6 DDE FP: DD(E)-Tn6 binding inhibition, primary FP screen. inhibition, % at 8.3 µM. Fibrin DD(E) TRITC-Tn6 fluorescence polarization displacement. 370,000 tested, 0.21% active;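 active = inhibition above a per-campaign cutoff: mean of compounds within control limits plus 3 SD, cut at about 15% in these data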;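 note: 0% = median of all compound wells on the plate and 100% = blocking peptide control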
* hit, by the source's call; · = not tested or not shown.

Screens by letter – A = Tn7 DDE FP; B = TCR-CD3 inh; C = KLK7 zymogen act; D = UHRF1 MBD2 ctr; E = MBD2 DNA inh; F = TDP2 absorb; G = PRMT1 FP inh; H = SIAE inh; I = LEDGF integ inh; J = Tn6 DDE FP
1. Cc1cccc(N(C)S(=O)(=O)c2c[nH]c3ccc([N+](=O)[O-])cc23)c1
  A: -10	B: -1	C: 0.1	D: -1	E: 3	F: -3	G: -1	H: -13	I: 1	J: 5

2. COc1cc(OC)cc(-c2nnc(NC(=O)c3ccc4c(c3)OCCO4)o2)c1
  A: -5	B: -1	C: 0.2	D: -3	E: -2	F: 13	G: -4	H: -2	I: 5	J: 4

3. CSc1nnc2c(=O)[nH]c(=O)n(C)c2n1
  A: 1	B: -2	C: -0.3	D: 0	E: 5	F: -4	G: 1	H: -7	I: -1	J: 2

4. COc1cc(/C=N/NC(=O)c2cn(-c3cccc(C)n3)cn2)ccc1O
  A: 7	B: 3	C: 1.1	D: -4	E: -3	F: 6	G: 2	H: 2	I: -2	J: 0

5. Cc1cccc(-c2noc(CCC(=O)NC3CCCC3)n2)c1
  A: 4	B: -2	C: -0.5	D: 4	E: 4	F: -12	G: 3	H: -4	I: -4	J: 3

6. CN(CCCNC(=O)C1CCC(=O)N1Cc1ccccc1Cl)c1ccccc1 (centres undefined)
  A: 3	B: 0	C: 0.0	D: 2	E: 5	F: 4	G: 3	H: 9	I: 0	J: 1

7. CN1C(=O)NC2(O)C(=O)c3ccccc3C12O (centres undefined)
  A: -3	B: 0	C: -0.4	D: 2	E: 2	F: -7	G: -3	H: -7	I: 2	J: -3

8. O=C(CCc1ccccc1)N[C@H]1[C@H](O)CCC[C@]12C(=O)N(Cc1ccccc1)c1ccccc12
  A: -3	B: ·	C: -0.5	D: 3	E: 2	F: 5	G: 4	H: -5	I: 1	J: 0

9. O=C1c2cccnc2C(Nc2cccc(F)c2)N1Cc1ccco1 (centres undefined)
  A: -5	B: 3	C: -0.1	D: 10	E: -1	F: -10	G: 2	H: 1	I: 3	J: 7

10. CC(C)CCOc1ccc(C(=O)NCC(c2cccs2)N2CCOCC2)cc1 (centres undefined)
  A: 15*	B: 0	C: 0.8	D: -6	E: -4	F: -2	G: -1	H: -4	I: -2	J: -4

Sorted by molecular weight (descending): part of the list above.
Screens by letter – A = Tn7 DDE FP; B = TCR-CD3 inh; C = KLK7 zymogen act; D = UHRF1 MBD2 ctr; E = MBD2 DNA inh; F = TDP2 absorb; G = PRMT1 FP inh; H = SIAE inh; I = LEDGF integ inh; J = Tn6 DDE FP
8. O=C(CCc1ccccc1)N[C@H]1[C@H](O)CCC[C@]12C(=O)N(Cc1ccccc1)c1ccccc12
  A: -3	B: ·	C: -0.5	D: 3	E: 2	F: 5	G: 4	H: -5	I: 1	J: 0

10. CC(C)CCOc1ccc(C(=O)NCC(c2cccs2)N2CCOCC2)cc1 (centres undefined)
  A: 15*	B: 0	C: 0.8	D: -6	E: -4	F: -2	G: -1	H: -4	I: -2	J: -4

6. CN(CCCNC(=O)C1CCC(=O)N1Cc1ccccc1Cl)c1ccccc1 (centres undefined)
  A: 3	B: 0	C: 0.0	D: 2	E: 5	F: 4	G: 3	H: 9	I: 0	J: 1

2. COc1cc(OC)cc(-c2nnc(NC(=O)c3ccc4c(c3)OCCO4)o2)c1
  A: -5	B: -1	C: 0.2	D: -3	E: -2	F: 13	G: -4	H: -2	I: 5	J: 4

4. COc1cc(/C=N/NC(=O)c2cn(-c3cccc(C)n3)cn2)ccc1O
  A: 7	B: 3	C: 1.1	D: -4	E: -3	F: 6	G: 2	H: 2	I: -2	J: 0

9. O=C1c2cccnc2C(Nc2cccc(F)c2)N1Cc1ccco1 (centres undefined)
  A: -5	B: 3	C: -0.1	D: 10	E: -1	F: -10	G: 2	H: 1	I: 3	J: 7

5. Cc1cccc(-c2noc(CCC(=O)NC3CCCC3)n2)c1
  A: 4	B: -2	C: -0.5	D: 4	E: 4	F: -12	G: 3	H: -4	I: -4	J: 3

7. CN1C(=O)NC2(O)C(=O)c3ccccc3C12O (centres undefined)
  A: -3	B: 0	C: -0.4	D: 2	E: 2	F: -7	G: -3	H: -7	I: 2	J: -3

3. CSc1nnc2c(=O)[nH]c(=O)n(C)c2n1
  A: 1	B: -2	C: -0.3	D: 0	E: 5	F: -4	G: 1	H: -7	I: -1	J: 2

More structures:
Screens by letter – A = Tn7 DDE FP; B = TCR-CD3 inh; C = KLK7 zymogen act; D = UHRF1 MBD2 ctr; E = MBD2 DNA inh; F = TDP2 absorb; G = PRMT1 FP inh; H = SIAE inh; I = LEDGF integ inh; J = Tn6 DDE FP
11. CCN(CC)S(=O)(=O)c1cc(C(=O)NC2CCCCC2)ccc1C
  A: 2	B: -6	C: 0.1	D: 1	E: -1	F: 5	G: -1	H: -4	I: -3	J: -15

12. COc1ccccc1OCCOc1ccccc1/C=N/n1cnnc1
  A: 3	B: 1	C: 0.4	D: -3	E: 3	F: -3	G: -2	H: 1	I: 0	J: -2

13. Cc1ccc(NC(=O)CCc2nnc3ccc(N4CCC5(CC4)OCCO5)nn23)cc1F
  A: -7	B: 1	C: 0.1	D: 1	E: -1	F: 11	G: 2	H: -4	I: 2	J: -6

14. O=C(O)c1ccc(CN(c2ccccc2)S(=O)(=O)c2ccccc2)cc1
  A: 0	B: -5	C: 0.9	D: 2	E: 3	F: -1	G: 2	H: -6	I: -3	J: -5

15. O=C(NCc1ccco1)c1ccc2c(c1)OCCO2
  A: -8	B: -3	C: 0.3	D: 0	E: -1	F: 3	G: 0	H: 4	I: 0	J: -4

16. Cc1cccc(OC(=O)Nc2ccc(C(=O)O)c(O)c2)c1
  A: 4	B: -2	C: -0.1	D: 1	E: 1	F: -3	G: 7	H: -7	I: -1	J: 3

17. CC1CCN(S(=O)(=O)c2ccc(S(=O)(=O)N3CCCC3)cc2)CC1
  A: -3	B: 7	C: -0.7	D: -2	E: -4	F: 8	G: 0	H: -3	I: 4	J: 10

18. C(=N\c1nc2ccccc2n1CCN1CCCCC1)/c1cccs1
  A: -2	B: -1	C: -0.2	D: 0	E: -2	F: 3	G: -3	H: 2	I: -2	J: 4

19. O=C(Nc1ccccc1)C1CCN(c2nccs2)CC1
  A: -1	B: -1	C: 0.2	D: 4	E: 8	F: -4	G: 9	H: -2	I: 0	J: -7

20. CC(=O)c1cccc(OCC(O)CNCC2CCCCC2)c1 (centres undefined)
  A: -7	B: -4	C: -0.4	D: 2	E: -1	F: 7	G: 0	H: -3	I: 4	J: -2

Additional results
Screens by letter – A = Tn7 DDE FP; B = TCR-CD3 inh; C = KLK7 zymogen act; D = UHRF1 MBD2 ctr; E = MBD2 DNA inh; F = TDP2 absorb; G = PRMT1 FP inh; H = SIAE inh; I = LEDGF integ inh; J = Tn6 DDE FP
21. O=C(COC(=O)c1ccccc1NC(=O)c1ccco1)NCCC1=CCCCC1
  A: 2	B: 6	C: -9.6	D: 3	E: 1	F: -1	G: -3	H: -12	I: 0	J: 1

22. CC12CCC(=O)N1C(C(=O)N1CCN(S(=O)(=O)c3cccc(Cl)c3)CC1)CS2 (centres undefined)
  A: 2	B: 6	C: -0.1	D: -2	E: 2	F: 13	G: -2	H: 2	I: 1	J: -7

23. O=c1c(N=Nc2ccccc2)c[nH]n1-c1ccccc1
  A: 1	B: 0	C: 0.7	D: 2	E: -7	F: 9	G: 2	H: 1	I: 3	J: 2

24. Cn1c2ccccc2c2ncn(CCN3CCOCC3)c(=O)c21
  A: -4	B: -4	C: 0.2	D: -1	E: 1	F: 9	G: 1	H: -1	I: -4	J: 10

25. CCOc1ccc(CCNC(=O)CCS(=O)(=O)c2ccc(Cl)cc2)cc1OCC
  A: -2	B: -2	C: 0.2	D: 0	E: 5	F: -12	G: -1	H: -2	I: 2	J: 4

26. Cc1ccc(-c2nn(C)c(=O)c3ccccc23)cc1S(=O)(=O)N1CCCC1
  A: 2	B: 4	C: 0.6	D: -1	E: 4	F: -4	G: 0	H: 3	I: -4	J: -2
